SUMO Mot1 rescue: SUMOylation pathway inhibition by Mot1-301 growth rescue. 1% of 320,000 active. AID 2716. growth rescue, % at 18.8 µM. S. cerevisiae Mot1-301 growth rescue, ATP luminescence, 38.5C; percent above DMSO median, 100 means doubled;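 active means every valid replicate shows activation above 250% relative to neutral control wells; inactive means the rest, any valid replicate at or below 250%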;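 further: OY570 slx delta 5 strain wells were the positive control but not used for scaling; some compounds called inactive have numbers as strong as hits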
PKA-R1A activ: PKA-R1A complex activation | P00514+P68181 | PKA-R1A dissociation, Cy5-IP20 fluorescence polarization; scaled: DMSO 0%, 113 µM cGMP 100% | activation, % at 11.4 µM | 0.083% of 340,000 active | AID 504707;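 active means percent activation above the mean of all tested compounds plus 3 SD, cut at about 19% in these data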;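 further: higher means more PKAc released from R1A so a rise in polarization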
phage Ecoli inh: E. coli growth loss with phage present; growth absorbance; inhibition, % at 11.9 µM; 0.26% of 360,000 active; in the data active means inhibition above about 11%
Ecoli viability: reduces bacterial viability in AddAB counter-screen; E. coli V3065 growth, OD600 absorbance, 18 h; inhibition, % at 11.9 µM; 0.27% of 330,000 active;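 active means inhibition above the campaign's mean inhibition across all tested compounds plus 3 SD, cut at about 9.9% in these data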;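 further: uninfected addAB+ strain grown without phage in ampicillin broth; 0% = DMSO wells and 100% = ciprofloxacin 0.95 µg/ml wells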
Tat export inh: blocks Tat-dependent protein export in E. coli. E. coli MC4100 TorA-mCherry Tat export, fluorescence. inhibition, % at 10 µM. 0.036% of 340,000 active. AID 488895;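 active means mean replicate inhibition at least 50% and at least half of replicates individually reaching 50%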;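 further: exported cargo escapes ClpAP degradation while cytoplasmic cargo is degraded and loses fluorescence; 0% = median of neutral control wells and 100% = median of NaSCN control wells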
MOR-DOR inv ag: inverse agonist of human OPRM1-OPRD1 heterodimerization; cell-based MOR-DOR heterodimer luminescence, inverse agonism; 0.21% of 340,000 active; P35372+P41143; inhibition, % at 9.3 µM; in the data active means inhibition above about 22%, passing the limit was not always enough;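 further: 0% = cells with DMSO and 100% = wells without cells with DMSO; values of inactives mirror those of a sister screen read the other way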
AddAB inh: less growth of phage-infected E. coli with AddAB. inhibition, % at 11.9 µM. E. coli expressing H. pylori AddAB, absorbance growth. 0.29% of 330,000 active; in the data active means inhibition above about 12%;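 further: 0% = vehicle wells of infected cells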
Arrestin-AP2 inh: human beta-arrestin and AP2 interaction inhibition; FITC-arrestin peptide / GST-AP2 beads, flow cytometry; AP2 beta2 appendage carries R879A mutation; inhibition, % at 10 µM; 0.31% of 340,000 active; AID 504490;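 active means inhibition above a set limit, near 3 SD of compounds lacking own fluorescence, cut at about 54% in these data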;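 further: plate controls were DMSO wells for no effect and 5 µM unlabelled arrestin peptide for full effect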
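System: GST-tagged AP2 beta2-adaptin appendage (R879A) on 4 µm glutathione beads / Reagent: FITC-arrestin peptide, 50 nM / Detection: HyperCyt-sampled flow cytometry, FL1 channel, ex 488/em 535 nm / Timing: 12 min plus 1 h, RT / Buffer or medium: PBS plus Tween 20 (0.05%) and BSA (0.1%)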
PfHsp90 yeast 2: reduces growth (ATP signal) of yeast expressing P. falciparum Hsp90; AID 504621; 0.32% of 310,000 active; inhibition, % at 9.4 µM; S. cerevisiae expressing PfHsp90, BacTiter-Glo ATP, 48 h; yeast lacking PDR1 and PDR3 efflux regulators;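 active means every replicate shows inhibition above about 80%, whatever the replicate mean, limit read from the data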;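 further: 0% = DMSO neutral controls and 100% = 20 µM radicicol positive controls; yeast relying on Plasmodium falciparum Hsp90 in place of its own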
MOR-DOR ag: OPRM1-OPRD1 heterodimerization agonism; cells, luminescence; 0.3% of 340,000 active; activation, % at 9.3 µM; P35372+P41143; in the data active means activation above about 18%;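 further: 0% = vehicle-treated cells and 100% = reference agonist; values of inactives mirror those of a sister screen read the other way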
DSG3 Ab inh: inhibitors of pemphigus antibody binding to human desmoglein-3; P32926; DSG3-coupled beads, scFv-anti-DSG3-GFP binding, flow cytometry; active compounds read low; binding (percent of control), % at 10 µM; 0.48% of 310,000 active; AID 588358;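 active means binding more than 3 SD below its plate's average and above zero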;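 further: hits lower antibody fragment binding to DSG3; some compounds called inactive have numbers as strong as hits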
Target sequence (P32926 whole entry, looked up, the tested form may be a part): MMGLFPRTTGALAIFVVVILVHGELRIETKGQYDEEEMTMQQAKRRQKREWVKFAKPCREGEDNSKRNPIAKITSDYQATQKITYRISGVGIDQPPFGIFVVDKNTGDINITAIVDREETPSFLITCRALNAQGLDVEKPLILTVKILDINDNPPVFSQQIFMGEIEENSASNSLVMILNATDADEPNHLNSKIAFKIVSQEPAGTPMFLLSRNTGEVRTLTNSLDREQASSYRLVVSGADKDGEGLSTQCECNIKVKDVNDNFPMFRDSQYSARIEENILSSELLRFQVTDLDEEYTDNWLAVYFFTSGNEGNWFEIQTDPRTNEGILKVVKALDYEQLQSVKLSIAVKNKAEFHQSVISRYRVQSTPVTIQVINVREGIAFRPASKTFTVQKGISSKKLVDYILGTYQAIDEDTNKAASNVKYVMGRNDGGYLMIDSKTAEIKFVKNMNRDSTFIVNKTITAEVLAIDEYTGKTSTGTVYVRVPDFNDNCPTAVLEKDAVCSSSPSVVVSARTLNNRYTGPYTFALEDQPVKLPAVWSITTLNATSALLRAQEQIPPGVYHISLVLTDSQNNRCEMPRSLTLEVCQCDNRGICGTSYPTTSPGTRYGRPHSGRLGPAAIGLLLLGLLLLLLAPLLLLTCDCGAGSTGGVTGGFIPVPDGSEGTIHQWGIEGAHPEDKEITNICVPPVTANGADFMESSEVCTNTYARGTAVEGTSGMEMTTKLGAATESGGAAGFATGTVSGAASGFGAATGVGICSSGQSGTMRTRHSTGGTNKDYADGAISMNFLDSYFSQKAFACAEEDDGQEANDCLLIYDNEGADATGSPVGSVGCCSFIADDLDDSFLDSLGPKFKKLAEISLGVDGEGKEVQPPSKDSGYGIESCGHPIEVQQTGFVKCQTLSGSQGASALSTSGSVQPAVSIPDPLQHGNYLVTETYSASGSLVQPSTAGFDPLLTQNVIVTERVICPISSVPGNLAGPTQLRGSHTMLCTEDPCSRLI
An asterisk follows results filed as active; . = no result given.

Molecule	SUMO Mot1 rescue	PKA-R1A activ	phage Ecoli inh	Ecoli viability	Tat export inh	MOR-DOR inv ag	AddAB inh	Arrestin-AP2 inh	PfHsp90 yeast 2	MOR-DOR ag	DSG3 Ab inh
Cc1ccc(S(=O)(=O)N2CCN(C(=O)COC(=O)c3cccnc3Cl)CC2)c(C)c1	-11.0	1.2	1.9	1.1	-5.6	-2.4	4.9	-0.1	-1.8	0.6	98.7
CCn1c(SCC(=O)NCc2ccccc2)nnc1-c1cccnc1	-26.1	-7.1	5.1	-0.5	-0.7	-14.8	0.5	-2.5	2.0	2.1	89.6
C/C(=C\C=C\c1ccccc1)C(=O)c1c(C)cc(C)[nH]c1=O	6.0	-16.2	0.8	2.3	-0.3	20.1	4.2	-4.6	6.6	-4.3	94.5
Cc1ccn2cc(-c3cccc([N+](=O)[O-])c3)nc2c1	.	-5.1	2.9	-0.4	-6.7	-0.3	2.0	0.1	-4.5	0.1	97.3
CCOc1ccccc1CNC(=O)CCCn1ccc2cc(S(=O)(=O)N3CCCC3)ccc21	-0.1	-1.0	2.6	-0.6	7.8	9.3	-0.8	1.5	17.4	-1.7	103.0
O=c1c2c3c(sc2nc(NCCOCCO)n1Cc1ccco1)CCCCC3	38.8	1.6	3.3	-1.1	-2.2	14.7	-2.3	-138.8	21.4	-3.0	.
CCCNC(=O)NC(=O)CSc1nnc(-c2c[nH]c3ccccc23)o1	-17.7	1.6	4.9	-1.0	-12.4	8.7	1.1	27.3	-14.2	-1.7	99.9
C=CCN(c1ccc(Cl)cc1)S(=O)(=O)c1cccc(C(=O)OCC(=O)N(C)C)c1	61.8	-14.2	1.1	3.2	-2.4	8.3	0.1	-11.3	8.5	-1.6	94.5
Cc1c(C(=O)O)cc(C(C)(C)C)n1CCSCCO	1.8	-5.9	1.8	-3.3	3.1	12.2	1.4	-11.3	6.4	-2.3	114.8
Cc1cc(Cl)ccc1C(=O)C1CCCN(C(=O)CN2CCOC2=O)C1 (centres undefined)	-3.0	-5.8	3.5	.	-4.7	-1.2	.	26.5	9.2	0.2	100.7
Cc1ccc(NC(=S)NNC(=O)c2nn(C)cc2Cl)cc1	-21.2	3.1	0.3	-6.6	2.2	29.1*	-4.0	9.9	-31.6	-5.0	89.9
NS(=O)(=O)c1ccc(Cl)c(S(N)(=O)=O)c1	.	-6.5	0.6	.	0.9	12.3	.	-16.8	3.5	-2.3	100.5
Cc1cc(C)nc(NS(=O)(=O)c2ccc(NC(=O)Cc3ccccc3)cc2)n1	-10.9	-3.2	5.0	-3.0	-1.0	3.7	1.3	-1.8	13.9	-0.7	102.2
Cc1ccc(F)cc1NC(=O)C1CC(=O)N(CCc2ccccc2)C1 (centres undefined)	-17.1	-18.1	3.0	-1.7	4.2	8.3	2.1	9.7	11.7	-1.8	102.7
COc1cc(/C=C/C(=O)OCC(=O)c2ccc(S(=O)(=O)N3CCCCC3)cc2)cc(OC)c1OC	.	4.1	1.3	.	-2.5	18.3	.	-6.9	-20.8	-3.8	97.5
COc1cc(C(=O)NCC(C)C)cc(OC)c1OC	.	-2.1	0.5	-1.6	-1.1	6.9	3.4	3.1	8.9	-1.4	98.5
CCOCCn1c(CN2CCN(C(=O)c3ccco3)CC2)nc2c1c(=O)n(C)c(=O)n2C	8.0	-3.3	1.9	-2.5	0.6	7.3	3.0	-1.9	-12.5	-1.3	109.7
NC(=O)c1cc([N+](=O)[O-])ccc1NCc1ccc(C(=O)O)cc1	168.2	1.9	4.8	-0.7	1.7	8.1	4.3	2.5	-14.9	-1.4	100.5
Cc1nn(Cc2ccccc2)c(Cl)c1C(=O)NCCc1ccc(Cl)cc1	12.7	-5.7	5.4	1.7	1.1	8.3	1.9	-0.4	-13.5	-1.3	93.1
O=C(CO/N=C/c1ccccc1OC(F)F)N1CCc2ccccc21	-10.0	-0.8	2.5	-3.0	8.7	-6.6	-1.6	0.1	-8.2	0.9	101.0
Cc1nccn1CC(=O)N/N=C/c1c[nH]c2ccccc12	96.3	2.3	1.5	-0.2	-2.2	7.5	3.1	25.9	1.4	-1.5	96.3
CCCCC(CC)CNC(=O)CN(C)S(=O)(=O)c1cccc2nsnc12 (centres undefined)	-6.9	-7.0	0.3	3.2	14.9	-12.8	1.6	2.9	-1.8	2.4	98.5
O=C1CSC(c2ccccc2F)N1c1ccccc1F (centres undefined)	154.0	1.5	0.0	1.0	-2.8	5.7	1.1	7.7	17.8	-1.1	97.1
Cc1ccccc1CN1CCCC(C(=O)N2CCCCC2)C1 (centres undefined)	1.6	-8.3	1.7	-1.4	-0.6	13.7	-0.2	5.1	-4.2	-2.8	103.2

Random excerpt: five entries already listed.
Molecule	SUMO Mot1 rescue	PKA-R1A activ	phage Ecoli inh	Ecoli viability	Tat export inh	MOR-DOR inv ag	AddAB inh	Arrestin-AP2 inh	PfHsp90 yeast 2	MOR-DOR ag	DSG3 Ab inh
Cc1ccc(F)cc1NC(=O)C1CC(=O)N(CCc2ccccc2)C1 (centres undefined)	-17.1	-18.1	3.0	-1.7	4.2	8.3	2.1	9.7	11.7	-1.8	102.7
Cc1nccn1CC(=O)N/N=C/c1c[nH]c2ccccc12	96.3	2.3	1.5	-0.2	-2.2	7.5	3.1	25.9	1.4	-1.5	96.3
Cc1ccccc1CN1CCCC(C(=O)N2CCCCC2)C1 (centres undefined)	1.6	-8.3	1.7	-1.4	-0.6	13.7	-0.2	5.1	-4.2	-2.8	103.2
O=C(CO/N=C/c1ccccc1OC(F)F)N1CCc2ccccc21	-10.0	-0.8	2.5	-3.0	8.7	-6.6	-1.6	0.1	-8.2	0.9	101.0
CCCCC(CC)CNC(=O)CN(C)S(=O)(=O)c1cccc2nsnc12 (centres undefined)	-6.9	-7.0	0.3	3.2	14.9	-12.8	1.6	2.9	-1.8	2.4	98.5

New compounds follow
Molecule	SUMO Mot1 rescue	PKA-R1A activ	phage Ecoli inh	Ecoli viability	Tat export inh	MOR-DOR inv ag	AddAB inh	Arrestin-AP2 inh	PfHsp90 yeast 2	MOR-DOR ag	DSG3 Ab inh
COCCCN1C(=O)C(=O)/C(=C(/O)c2ccc(S(=O)(=O)N3CCCCC3)cc2)C1c1ccc(OC)cc1 (centres undefined)	-19.1	-0.6	3.4	-0.9	-3.3	22.7	1.4	5.6	-4.2	-4.6	102.5
O=C(CN1C(=O)c2ccccc2S1(=O)=O)N1CCN(Cc2ccc3c(c2)OCO3)CC1	12.2	-0.9	-0.5	-1.2	3.1	-3.0	0.8	6.5	-7.0	0.6	99.2
CCOC(=O)c1c(C)[nH]c(C(=O)OCC(=O)N(CC)c2c(N)n(Cc3ccccc3)c(=O)[nH]c2=O)c1C	.	-9.4	0.3	.	-2.4	9.3	.	8.1	.	-2.4	109.0
COc1cccc(Nc2n[nH]c(=S)s2)c1	-4.4	-0.7	4.3	0.5	2.3	-4.7	4.1	5.4	-4.1	0.9	90.4
Cc1noc(C)c1COc1ccc(CC(=O)NCc2ccccc2)cc1	0.8	-5.5	1.8	-0.3	-1.9	10.8	-1.2	5.2	13.0	-2.0	107.6
CCn1c(SCC(=O)NC(C)(C)C)nc(O)cc1=O	68.1	0.5	3.8	-0.8	3.3	12.4	2.9	0.2	.	-2.3	101.3
CCOC(=O)C(NCCc1ccccc1F)(NC(C)=O)C(F)(F)F (centres undefined)	-3.4	5.9	2.2	1.3	-7.4	-2.7	2.5	.	2.2	0.5	.
CC1CCN(c2cc(N(C)CCO)c([N+](=O)[O-])c3nonc23)CC1	7.6	-1.5	3.2	-0.5	-8.7	6.7	-3.7	0.6	4.3	-1.0	83.9
CCOc1ccc(C2NC(=O)C(C#N)=C(S)N2c2cccc(C)c2)cc1OC (centres undefined)	-0.4	-7.9	2.0	3.1	-9.8	9.5	2.6	21.7	-7.9	-1.9	101.5
Cc1cc2occ(CC(=O)NC3(C)CCS(=O)(=O)C3)c2cc1C (centres undefined)	-3.6	8.8	1.0	0.3	-0.6	11.7	0.8	-3.7	0.9	-2.2	.
COc1ccc(N2CCN(C(CNC(=O)c3cccc(Cl)c3)c3cccnc3)CC2)cc1 (centres undefined)	-16.1	-9.0	-1.3	0.3	-6.0	9.0	0.9	1.4	-13.8	-1.7	105.4
C=CCOc1ccc(C2OC34CCCCC3C(C#N)(C#N)C2(C#N)C(=N)O4)cc1 (centres undefined)	.	-0.3	.	-1.8	-10.7	0.7	2.6	17.5	-1.9	-0.1	105.9
CN(CC(=O)Nc1ccc(Cl)c(C(F)(F)F)c1)Cc1cc(=O)n2ccsc2n1	-7.1	5.9	-0.6	-0.9	3.5	3.8	-0.4	-5.8	-5.5	-0.8	.
COc1ccc(Nc2nc(S(=O)(=O)c3ccc(C)cc3)c(Cl)s2)cc1	5.3	-3.2	6.9	-2.4	4.9	-65.8	0.5	-6.0	-19.2	9.2	95.8
CSCCC(NC(=O)c1ccc([N+](=O)[O-])cc1Cl)C(=O)OCC(=O)NCCCc1ccccc1 (centres undefined)	-1.5	-12.8	2.0	1.0	-1.8	-40.4	4.3	1.3	-5.8	9.0	105.6
NC(=NC1CCCCC1)NS(=O)(=O)c1ccccc1	-3.7	1.4	3.9	-0.9	-2.8	9.6	-0.9	-1.0	13.5	-2.1	85.5
CC(NCC1COc2ccccc2O1)C1COc2ccccc2O1 (centres undefined)	41.9	4.0	-0.2	0.2	-8.2	-6.4	2.2	10.7	10.1	1.4	89.2
CSCCC(NC(=O)c1ccc([N+](=O)[O-])cc1Cl)C(=O)OCC(=O)NCC(F)(F)F (centres undefined)	80.1	-2.8	1.2	-1.8	-3.6	-7.5	-1.5	-3.1	-1.5	1.4	111.8
CCCCNC(=O)c1ccc(-n2c(=S)[nH]c3ccccc3c2=O)cc1	-12.9	-8.4	-0.6	-2.4	-5.3	9.2	0.4	4.1	-5.1	-1.9	98.6
N#CC(C#N)C(c1ccsc1)c1c(-c2ccccc2)[nH][nH]c1=O (centres undefined)	-16.4	-0.2	0.4	2.5	-5.7	10.3	2.7	5.9	10.4	-1.8	103.9
c1ccc2c(c1)CCCN2Cc1nnnn1C1CCCC1	2.5	-5.6	0.4	0.6	10.2	13.2	0.9	-2.0	-18.8	-2.6	108.4

Assay outcomes: PubChem, several laboratories
